M. tuberculosis HTS: M. tuberculosis growth inhibition, HTS (AID 449762); one-dose inhibition, % at 25 µM; IC50 in µM for titrated hits; hit rate 0.59% among 330,000; M. tuberculosis H37Rv growth inhibition, 7H9 media; higher % means a stronger effect; in the data active = a potency from the dose series; inconclusive = inhibition above about 70% without an active follow-up result;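 note: bacterial growth assessed after seven days of incubation; strong numbers were not always called active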
PhoP GFP inhibition: Inhibition of PhoP regulon, Salmonella typhi GFP reporter cells, confirmation, 4 h (AID 1850); Salmonella Typhi PhoP-promoter GFP reporter, fluorescence, 4 h; higher % means a stronger effect; inhibition, % at 50 µM; hits with a dose series show IC50 in µM; hit rate 0.33% among 310,000; in the data active = a potency from the dose series; inconclusive = inhibition mostly from about 25% at the one dose, without a potency; inactive = the rest, 99 in 100 with inhibition below about 19%;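 note: 0% = induced wells with vehicle and 100% = uninduced wells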
H1N1 NS1A inhibition: NS1A inhibition, H1N1 influenza, cell based functional assay (AID 504329); one-dose inhibition, % at 12.5 µM; IC50 in µM for titrated hits; hit rate 0.3% among 340,000; NS1A functional cell-based assay, percent inhibition; higher % means a stronger effect; in the data active = a potency from the dose series; inconclusive = inhibition above about 27% without an active follow-up result; note: strong numbers were not always called active
VEEV TC-83 Vero: inhibitors of VEEV TC-83 cytopathic effect, confirmation, Vero cells (AID 588727) | Vero cells, VEEV TC-83 cytopathic effect inhibition; higher % means a stronger effect | hit rate 0.13% among 350,000 | inhibition, % at 20 µM; hits with a dose series show IC50 in µM; in the data active = a potency from the dose series; inconclusive = inhibition mostly from about 14% at the one dose, without a potency; inactive = the rest, 99 in 100 with inhibition below about 12%; note: strong numbers were not always called active
M. tuberculosis: growth inhibition of non-replicating M. tuberculosis (AID 488890); Mycobacterium tuberculosis non-replicating, growth inhibition; higher % means a stronger effect; inhibition, % at 25 µM; hits with a dose series show IC50 in µM; hit rate 0.39% among 320,000; in the data active = a potency from the dose series; inconclusive = inhibition mostly from about 82% at the one dose, without a potency; inactive = the rest, 99 in 100 with inhibition below about 76%;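 note: plate controls were DMSO cells for no effect and high antibiotic wells for full effect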
VEEV TC-83 Vero 10K pilot screen: recorded beside VEEV TC-83 Vero, whose call it bears; inhibition, %; measured here: 10K pilot screen inhibition
* = called active by the depositor; i = inactive; ? = inconclusive; . = not tested or not shown. Hits appear at their usual frequency (roughly 1.5% active in at least one column).

SMILES	M. tuberculosis HTS	PhoP GFP inhibition	H1N1 NS1A inhibition	VEEV TC-83 Vero	M. tuberculosis	others
CN(C(=O)CN1CCN(c2ccccc2F)CC1)C1CCCc2ccccc21 (centres undefined)	13%	9%	6%	i	18%
CCC1(c2ccccc2)SCC(c2ccccc2)=NC1=O (centres undefined)	.	.	-13%	2.3%	.
CNC(=O)COc1ccc(Nc2nnc(C)c3ccccc23)cc1	8%	-17%	.	0.8%	-22%
CC(C)Cn1c(N)c(C(=O)COC(=O)c2nccnc2N)c(=O)n(C)c1=O	2%	.	-2%	2.1%	-25%
CC(=O)N1CCN(CCN2C(C)=CC(=C(C#N)C#N)C=C2C)CC1	4%	-13%	7%	0.9%	15%
CC1CCCN(C(=S)SCC(=O)O)C1 (centres undefined)	-2%	-2%	2%	1.5%	-24%
CNC(=O)Nc1ccc(Cn2cc(C(F)(F)F)ccc2=O)cc1	2%	-5%	9%	1.2%	-2%
CCOC(=O)c1cc(-c2ccccc2)sc1NC(=S)Nc1cc(C)ccn1	-15%	-27%	11%	1.5%	-1%
CCOc1ccccc1NS(=O)(=O)c1c(C)[nH]c(C)c1C(=O)N1CCCCC1	1%	0%	-1%	2.7%	12%
CCCCCC(=O)NNC(=S)NC(C)=O	3%	33µM*	12%	0.7%	10%
CC(CNC1CCCCC1)OC(=O)c1ccccc1 (centres undefined)	3%	23%	-1%	0.1%	-9%
O=C(COC(=O)c1ccc(S(=O)(=O)N2CCCC2)cc1)NCc1cccs1	0%	-3%	1%	0.9%	6%
O=C(O)CC(Cc1ccc(Br)cc1)C(=O)O (centres undefined)	-7%	1%	13%	i	.
CCOc1c(C)cc(S(=O)(=O)NCc2ccccn2)c(C)c1C	-19%	-10%	-4%	0.1%	5%
CC(=O)Nc1ccc(S(=O)(=O)Nc2cccc(NC(=O)c3ccco3)c2)cc1	6%	-2%	-3%	1.3%	-2%
Cc1cccc(NC(=O)CN(C)S(=O)(=O)c2cccc3nsnc23)c1C	1%	3%	5%	1.2%	-1%	VEEV TC-83 Vero 10K pilot screen=0.1
CCOc1ccc(Oc2ccc(S(=O)(=O)N3CCOCC3)cc2NC(=O)C2=COCCO2)cc1	20%	-4%	8%	8.3%	11%
CCN(C(=O)COC(=O)c1cccc(S(=O)(=O)N(C)C)c1)c1c(N)n(Cc2ccccc2)c(=O)[nH]c1=O	.	.	-21%	3.4%	.
CC(=O)c1ccc(OCc2cc(C(=O)NC(C)Cc3ccccn3)no2)cc1 (centres undefined)	5%	6%	2%	2.0%	3%
O=C(CN1C(=O)CSCC1=O)Nc1ccc2c(c1)OCO2	-9%	-2%	-2%	i	-5%
CN(N)c1nc(N2CCCC2)nc(N2CCCC2)n1	-2%	18%	-1%	2.0%	19%
Cc1c([N+](=O)[O-])c([N+](=O)[O-])nn1CC(=O)NCCc1ccccc1	3%	-2%	-2%	1.6%	-11%
CCOC(=O)c1ccc2c(c1)nc(SCC(=O)NC(C)C)n2CC	1%	-2%	2%	i	-8%
COc1ccc(CC(=O)NNC(=O)c2cnccn2)cc1	-4%	-3%	-3%	0.3%	.
O=S(=O)(NC1=NCCC1)c1ccc(F)cc1F	-5%	-1%	-5%	i	-10%

The final 7 compounds of the part above open the next one:
SMILES	M. tuberculosis HTS	PhoP GFP inhibition	H1N1 NS1A inhibition	VEEV TC-83 Vero	M. tuberculosis	others
CC(=O)c1ccc(OCc2cc(C(=O)NC(C)Cc3ccccn3)no2)cc1 (centres undefined)	5%	6%	2%	2.0%	3%
O=C(CN1C(=O)CSCC1=O)Nc1ccc2c(c1)OCO2	-9%	-2%	-2%	i	-5%
CN(N)c1nc(N2CCCC2)nc(N2CCCC2)n1	-2%	18%	-1%	2.0%	19%
Cc1c([N+](=O)[O-])c([N+](=O)[O-])nn1CC(=O)NCCc1ccccc1	3%	-2%	-2%	1.6%	-11%
CCOC(=O)c1ccc2c(c1)nc(SCC(=O)NC(C)C)n2CC	1%	-2%	2%	i	-8%
COc1ccc(CC(=O)NNC(=O)c2cnccn2)cc1	-4%	-3%	-3%	0.3%	.
O=S(=O)(NC1=NCCC1)c1ccc(F)cc1F	-5%	-1%	-5%	i	-10%
CC(=O)Nc1ccc(N/C=C/C(=O)c2ccc(C)o2)cc1	-10%	4%	7%	0.6%	-2%
CSc1cc(C)c(OCC(=O)Nc2ccc(NC(C)=O)cc2)c(C)c1	5%	1%	2%	8.6%	60%
Cc1ccc(-c2nc(NC(=O)CSc3cc(C)c4ccccc4n3)ns2)cc1	-1%	-2%	-7%	8.5%	-27%
C[C@H](NC(=O)[C@H]1N2C(=O)c3ccccc3C2SC1(C)C)C(=O)N1CCC[C@H]1CO (some centres undefined)	-7%	-12%	-3%	i	-1%
Cc1ccc(N/C=C2\C(=O)N(c3ccc(F)cc3F)C(c3cccnc3)S2(=O)=O)cc1 (centres undefined)	-4%	1%	1%	0.2%	-4%
CC(NCC(=O)Nc1ccccc1C(=O)NC1CC1)c1cccc(C(F)(F)F)c1 (centres undefined)	-10%	.	-11%	i	13%
NC(=O)C1CC(=O)N(c2ccc(OCC(=O)Nc3ccc(Cl)cc3)cc2)C1 (centres undefined)	7%	0%	17%	0.0%	5%
CC(=O)Nc1c(O)nc(SCC(=O)Nc2nnc(SCc3ccccc3)s2)[nH]c1=O	9%	5%	-7%	0.7%	11%
CCCn1c(-c2ccc(F)cc2)cnc1SCC(=O)O	-7%	-3%	6%	0.7%	48%
Cc1ccc([N+](=O)[O-])cc1S(=O)(=O)Nc1ccc(C(=O)NCC2CCCO2)cc1 (centres undefined)	-11%	.	-4%	i	-10%
COc1ccc(C2CC(=O)c3cnc(NC(=O)c4ccccc4OC)nc3C2)c(OC)c1 (centres undefined)	58%	-3%	4%	13%	18%
COc1ccccc1C(=O)NCC(=O)OC(C)C(=O)NC1CCCCC1C (centres undefined)	-13%	.	2%	1.2%	-4%
N#CCCn1c(C2CCCCC2)nc2ccccc21	-4%	-17%	8%	0.6%	4%
COc1ccc(/C=C(\NC(=O)c2ccc(OC)c(OC)c2)C(=O)N2CCN(C)CC2)cc1	-1%	3%	6%	0.1%	-3%
COc1cc(NC(=O)c2cccs2)c(C(=O)OCC(=O)NC(C)c2ccccc2)cc1OC (centres undefined)	12%	-5%	1%	8.0%	27%
Nc1nc(-c2nc3ccccc3[nH]2)cs1	-11%	1%	10%	1.3%	8%
O=C(Nc1ccccc1N1CCOCC1)c1cccnc1	1%	3%	3%	0.6%	-7%
CC(=O)c1ccc(/C=C/c2nc3ccccc3n2C)o1	5%	-31%	.	0.8%	-6%
Cn1c(N)c(C(=O)COc2ccc(C#N)cc2)c(=O)n(C)c1=O	-5%	-1%	4%	1.7%	-9%
Cc1c(C)n(CCc2ccccc2)c2ncnc(NCCO)c12	3%	8%	-19%	10%	1%
CCOC(=O)c1c(C)[nH]c(C(=O)COC(=O)/C=C/c2ccc(OC(F)F)cc2)c1C	-3%	-1%	-1%	i	-17%
COC(=O)c1ccc(S(=O)(=O)NNC(=O)c2ccc(S(=O)(=O)N3CCCCC3)cc2)cc1	0%	0%	3%	1.0%	24%
Cc1cc(O)c(/C=N/OCc2ccc(Cl)cc2Cl)c(=O)o1	2%	2%	-3%	0.5%	?
S=C(NCc1ccco1)N1CCN(C(c2ccccc2)c2ccccc2)CC1	15%	2%	2%	0.3%	21%
O=C1NNC(c2ccccc2)=N/C1=C\c1ccco1	0%	-1%	5%	2.3%	-12%

Reprinted at random: two compounds from above
SMILES	M. tuberculosis HTS	PhoP GFP inhibition	H1N1 NS1A inhibition	VEEV TC-83 Vero	M. tuberculosis	others
N#CCCn1c(C2CCCCC2)nc2ccccc21	-4%	-17%	8%	0.6%	4%
O=C(Nc1ccccc1N1CCOCC1)c1cccnc1	1%	3%	3%	0.6%	-7%

Next part.
SMILES	M. tuberculosis HTS	PhoP GFP inhibition	H1N1 NS1A inhibition	VEEV TC-83 Vero	M. tuberculosis	others
Cc1cccc(N2CCN(C(=O)c3ccc4c(c3)OCCO4)CC2C)c1 (centres undefined)	8%	2%	-6%	0.2%	8%
COc1cccc(-n2c(CN3CCN(C)CC3)nc3ccc([N+](=O)[O-])cc3c2=O)c1	5%	-2%	7%	15µM*	4%
Nc1nc(-c2ccc(Cl)cc2Cl)cn1N	-8%	-6%	8%	0.2%	1%
COc1cccc(/C=N/NC(=O)c2c(-c3ccccc3)noc2C)c1O	10%	10%	13%	13%	-5%
COc1ccccc1Oc1ccc(S(=O)(=O)Nc2cccnc2)cc1	-1%	-1%	8%	i	4%
Cc1ccc2cc(CCNC(=O)c3cccs3)c(=O)[nH]c2c1C	-13%	3%	15%	5.7%	.
O=C(Cn1cc(Cl)c([N+](=O)[O-])n1)NCCC1=CCCCC1	-10%	-22%	4%	i	4%
C=C(C)C(=O)N1CC2(CC(c3cccc(NC(=O)CC)c3)=NO2)C[C@H]1C(N)=O (some centres undefined)	-3%	7%	-2%	0.3%	-2%
CN(C)c1nc(-c2cn(CCC#N)c3ccccc23)cs1	15%	1%	-3%	2.7%	26%
CCCC(C(=O)N1CCOCC1)N1C(=O)C2C3C=CC(C3)C2C1=O (centres undefined)	33%	-7%	-2%	0.1%	12%
CC(=O)Nc1cccc(NC(=O)c2cc3ccccc3o2)c1	-3%	-3%	-26%	7.0%	32%
O=C(CN1CCCC1)Nc1c(C(=O)C2CC2)oc2ccccc12	5%	-7%	-3%	0.3%	28%
O=C(CSc1nc2[nH]ncc2c(=O)[nH]1)NCc1ccccc1	-1%	0%	3%	0.3%	-18%
Cc1cc(/C=C2\SC(=S)NC2=O)cc(C)c1O	6%	4%	-20%	0.8%	46%
Cc1cc(C)c(NC(=O)CNC(=O)CNC(=O)C2CCCCC2)c(C)c1	3%	.	-4%	i	2%
CCCN(CC(=O)Nc1ccccc1C)C(=O)C1CCCN(C(=O)c2ccc(Cl)cc2)C1 (centres undefined)	-10%	.	-1%	0.1%	4%
O=C(COC(=O)c1ccc(F)cc1)Nc1nc2ccc([N+](=O)[O-])cc2s1	6%	7%	-15%	2.4%	-2%
c1ccc(Oc2cccc(CN3CCCCC3)c2)cc1	-2%	3%	1%	0.8%	29%
COC(=O)Cn1c(=O)c2c(nc3n2CC(C)CN3c2ccc(C)c(C)c2)n(C)c1=O (centres undefined)	-3%	-10%	33%	2.7%	.
c1ccc(Oc2cccc(OCCCn3cncn3)c2)cc1	10%	-1%	-16%	1.4%	8%
O=C(O/N=C(/c1ccccc1)c1ccncc1)c1cccc(F)c1	9%	-1%	8%	1.4%	70%
CCOC(=O)c1cnn(-c2ncnc3c2oc2ccccc23)c1N	-2%	-2%	-4%	1.3%	-19%
CC(C)CC(C(=O)NC1CCCC1)N(Cc1ccc2c(c1)OCO2)C(=O)c1snc(C(N)=O)c1N (centres undefined)	2%	-2%	0%	i	57%
Cc1c(Cl)cccc1NC(=S)NCCc1ccccn1	0%	9%	-20%	2.0%	2%
CCN(C(=O)CCCC(=O)N(CC)c1ccccc1)c1ccccc1	-1%	-2%	-13%	0.7%	-10%
Continued.
SMILES	M. tuberculosis HTS	PhoP GFP inhibition	H1N1 NS1A inhibition	VEEV TC-83 Vero	M. tuberculosis	others
O=C(NNC(=O)c1cc(Br)ccc1O)c1csc(N2CCOCC2)n1	4%	.	-9%	2.8%	-7%
O=C(O)c1ccc(S(=O)(=O)N(Cc2ccccc2)Cc2ccccc2)cc1	8%	1%	-4%	0.1%	-2%
CN(CC(=O)N1CCN(Cc2ccccc2)CC1)C(=O)Cc1cccc2ccccc12	-3%	.	-1%	1.7%	33%
CCOc1ccccc1C(=O)NCC(=O)OCC(=O)c1c(N)n(C)c(=O)n(C)c1=O	8%	.	-4%	2.2%	-2%
COc1ccc2ccccc2c1C(O)c1nccn1C (centres undefined)	-4%	-53%	-2%	2.2%	12%
Cc1cccn2c(=O)c3cc(S(=O)(=O)c4ccccc4)c(=N)n(Cc4cccnc4)c3nc12	3%	6%	7%	10%	-4%
Cc1ccccc1NC(=O)c1cccc(C(=O)Nc2ccccc2C)c1	-1%	4%	7%	i	-13%
CN(C)C(=O)c1cc(C(=O)c2ccccc2)c[nH]1	-4%	-5%	-4%	0.3%	-14%
CCOc1ccc(/C=N/NC(=O)C2CC2)c(OCC)c1	-9%	2%	-22%	i	-6%
Cc1onc(-c2ccccc2Cl)c1C(=O)Nc1ccc(-c2cn3cccnc3n2)cc1	-5%	-10%	-3%	11%	0%
C[S+](CC[C@H](N)C(=O)O)C[C@H]1O[C@@H](n2cnc3c(N)ncnc32)[C@H](O)[C@@H]1O (some centres undefined)	6%	-1%	3%	0.8%	-4%
Cc1cnc(NC(=O)CSC(=S)N2CCOCC2)s1	3%	-3%	0%	2.0%	25%
